# Pol iota inh = qHTS for Inhibitors of Polymerase Iota; DNA polymerase iota (Homo sapiens), Q9UNA4; Pol iota fluorescent replication assay, 10 min; hit rate 1% among 390,000; Potency, µM (highest dose often 115 µM), inactives show at the highest dose activity, negative = inhibition, most hits filed as inhibitors; note: potency is the fitted concentration of half-maximal effect
#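 Fluorescent replication assay read twice, at 0 min and 10 min after adding 50 nM (final) substrate. Enzyme (10 nM) and compounds were first incubated 15 min at room temperature; enzyme-free buffer wells were negative controls.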
# Pol beta inh = qHTS Assay for Inhibitors of DNA Polymerase Beta; P06746; Pol beta primer extension/strand displacement, fluorescence kinetic; Potency, µM (series often up to 114 µM), for inactives: at the top dose activity change, negative = inhibition, most hits filed as inhibitors; hit rate 1.3% among 340,000; AID 485314, 2010; note: potency is the fitted concentration of half-maximal effect; % is set by controls: 0 for no effect and ±100 for the full control effect
#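 10 nM enzyme + cpd, 15 min RT; start with substrate 50 nM final; read 0 min and after 10 min RT. Corrected, normalized data; 4-parameter Hill curve fit.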
# LDHA block = qHTS assay for inhibitors of human lactate dehydrogenase | AID 1347041, 2019 | hit rate 0.15% among 480,000 | purified LDHA, NADH/diaphorase-resazurin fluorescence; active compounds read low | activity change, % (values are at about 110 or 230 µM) | L-lactate dehydrogenase A chain (Homo sapiens), P00338; in the data active = activity change below about -30%; inconclusive = mostly about -25% to -30%;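 note: plate controls were DMSO wells for no effect and wells without enzyme for full effect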
#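 Remaining NADH was detected by diaphorase (0.133 mg/mL) converting 37 µM resazurin to fluorescent resorufin, read at 0 and 20 minutes. The preceding 5-minute room-temperature reaction used 2 nM LDHA, 0.2 mM sodium pyruvate and 0.06 mM NADH at pH 7.4.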
# BLM helicase inh = qHTS Assay for Inhibitors of Bloom's syndrome helicase (BLM); recombinant BLM DNA unwinding, fluorescence dequenching; Potency, µM (titrated, usually from 56.1 µM), for the others: top-dose activity change, negative = inhibition, most hits filed as inhibitors; hit rate 0.2% among 350,000;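 note: potency is the fitted concentration of half-maximal effect; plate controls were vehicle for no effect and no enzyme for full effect; nearly all actives have a fitted effect of over 35% in size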
# Apoferritin bind = qHTS Assay for Identification of Novel General Anesthetics; apoferritin/1-aminoanthracene competitive binding, fluorescence; AID 485281, 2010; hit rate 0.074% among 350,000; Potency, µM (doses to about 77.5 µM), for inactives: at the top dose activity change, negative = displacement, most hits filed as inhibitors; note: potency is the fitted concentration of half-maximal effect; % is set by controls: 0 for no effect and ±100 for the full control effect; nearly all actives have a fitted effect of over 20% in size
#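 In PBS, apoferritin at 10 uM is loaded with 1-AMA from a 50% saturated solution. After 10 min of compound exposure at ambient temperature, reduced 535 nm fluorescence indicates probe displacement.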
# Pol kappa inh = qHTS for Inhibitors of Polymerase Kappa. purified Pol kappa, fluorescent DNA synthesis assay, 10 min. Potency, µM (series often up to 107 µM), for the others: at the top dose activity, negative = inhibition, hits mostly inhibitors. DNA polymerase kappa (Homo sapiens), Q9UBT6. hit rate 0.53% among 400,000; note: potency is the fitted concentration of half-maximal effect; % is set by controls: 0 for no effect and ±100 for the full control effect
#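 Inhibition of 10 nM Pol kappa is measured by a fluorescent read-out at 0 and 10 min following addition of 50 nM substrate (final), with a 15-min room-temperature compound preincubation.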
# APEX1 inh = qHTS Assay for Inhibitors of the Human Apurinic/apyrimidinic Endonuclease 1 (APE1); Potency, µM (titrated, usually from 65.8 µM), without a hit: at the highest dose activity change, negative = inhibition, most hits filed as inhibitors; AID 2517, 2012; hit rate 0.35% among 350,000; recombinant APE1, TAMRA/BHQ-2 abasic DNA cleavage fluorescence; DNA repair nuclease/redox regulator APEX1 (Homo sapiens), P27695;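 note: potency is the fitted concentration of half-maximal effect; plate controls were vehicle for no effect and reference inhibitor for full effect; nearly all actives have a fitted effect of over 55% in size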
# Target sequence (P27695 whole entry, looked up): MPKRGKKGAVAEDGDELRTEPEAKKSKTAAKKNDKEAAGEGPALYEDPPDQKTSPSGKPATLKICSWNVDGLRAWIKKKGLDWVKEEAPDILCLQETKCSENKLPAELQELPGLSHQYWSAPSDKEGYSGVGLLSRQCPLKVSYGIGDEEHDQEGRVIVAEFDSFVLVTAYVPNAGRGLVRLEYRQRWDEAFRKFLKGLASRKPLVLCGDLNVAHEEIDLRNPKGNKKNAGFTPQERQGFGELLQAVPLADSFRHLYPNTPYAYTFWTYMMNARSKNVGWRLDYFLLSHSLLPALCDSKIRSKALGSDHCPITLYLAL
#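 Kinetic fluorescence read (525 ex/598 em nm, three reads 60 s apart) of AP-site incision; signal = third minus first read. Enzyme 0.75 nM, dual-labelled THF duplex 50 nM, compound preincubation 15 min RT.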
# GRP78 ERSR act = qHTS for Inducers of the Endoplasmic Reticulum Stress Response (ERSR) in Human Glioma: qHTS. Potency, µM, without a hit: at the highest dose activation, usual class: activators. AID 602332, 2012. hit rate 0.02% among 420,000. U87-MG GRP78 promoter luciferase reporter, 16 h; note: potency is the fitted concentration of half-maximal effect; series mostly up to about 76 µM; % of control where 0% means no effect; nearly all actives have a fitted effect of over 35% in size
#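 Stably transfected U87-MG human glioma cells carrying a GRP78-based luminescent sensor were seeded at 1000 cells/well, pin-dosed with compounds and incubated 16 h. Luciferase reagent was then added, and end-point luminescence was read after 10 min at room temperature.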
# POLH inh = qHTS for Inhibitors of Polymerase Eta; DNA polymerase eta (Homo sapiens), Q9Y253; AID 588591, 2011; Potency, µM (series often up to 114 µM), for inactives: at the top dose activity change, negative = inhibition, most hits filed as inhibitors; hit rate 1.2% among 390,000; recombinant Pol eta, fluorescent DNA replication assay; note: potency is the fitted concentration of half-maximal effect; % is set by controls: 0 for no effect and ±100 for the full control effect
# Target sequence (Q9Y253 whole entry, looked up): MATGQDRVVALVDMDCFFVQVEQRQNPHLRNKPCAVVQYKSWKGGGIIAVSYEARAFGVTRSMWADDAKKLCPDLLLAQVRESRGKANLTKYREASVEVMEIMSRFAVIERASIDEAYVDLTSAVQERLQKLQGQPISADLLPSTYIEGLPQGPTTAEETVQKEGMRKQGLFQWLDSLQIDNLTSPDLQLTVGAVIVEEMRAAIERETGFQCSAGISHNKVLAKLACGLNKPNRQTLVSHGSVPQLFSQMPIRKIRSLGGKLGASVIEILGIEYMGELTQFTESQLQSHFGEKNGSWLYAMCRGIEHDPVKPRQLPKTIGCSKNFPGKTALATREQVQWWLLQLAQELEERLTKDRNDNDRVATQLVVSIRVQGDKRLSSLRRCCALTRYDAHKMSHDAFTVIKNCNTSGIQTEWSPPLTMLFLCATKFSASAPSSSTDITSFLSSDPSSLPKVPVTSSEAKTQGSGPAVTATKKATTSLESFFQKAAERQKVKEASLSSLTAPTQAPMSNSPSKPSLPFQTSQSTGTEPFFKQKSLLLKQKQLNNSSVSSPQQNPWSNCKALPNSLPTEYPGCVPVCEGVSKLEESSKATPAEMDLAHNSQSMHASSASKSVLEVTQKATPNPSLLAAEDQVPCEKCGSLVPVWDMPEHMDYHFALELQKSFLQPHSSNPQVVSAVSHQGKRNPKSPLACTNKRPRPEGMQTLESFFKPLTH
#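 Fluorescent replication assay: 50 nM final substrate added after a 15 min room-temperature compound preincubation with 10 nM enzyme. Signal taken at 0 min and again at 10 min.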
# An asterisk follows results filed as active; ? = inconclusive; . = not tested or not shown; & = joins results of further samples; [ ] = another dose, or the depositor's remark. Unless noted, calls come from the whole dose curve; as a rule, active = well fitted curve in the direction sought with a large enough effect; inconclusive = small, poorly fitted or top-dose-only effect, or another doubt; inactive = no such curve, though single readings can be large; an effect the other way counts as inactive or inconclusive.
SMILES,Pol iota inh,Pol beta inh,LDHA block,BLM helicase inh,Apoferritin bind,Pol kappa inh,APEX1 inh,GRP78 ERSR act,POLH inh
CCS(=O)(=O)Nc1ccc(C(=O)NCCSc2ccccc2)cc1,63%[activator],-2%,-1,-4%,-7%,-20%,4%,2%,-13%
COc1ccc2nc(C)cc(Nc3ccc(N4CCOCC4)cc3)c2c1,?,?,-1,7%,?,-10%,18%,-5%,-10%
CCOC(=O)c1c(C)[nH]c(C(=O)OCC(=O)Nc2ccc(Cl)cn2)c1C,-1%,.,5&6,.,.,-16%,26%,1%,-4%
CCCCn1c(SCC(=O)Nc2nnc(CC)s2)nc2ccccc2c1=O,-7%,0%,2,-1%,2%,-2%,-4%,-5%,-3%
CC1(C)Cc2ccccc2-c2n[nH]c(=S)n21,25%,-7%,-1,-6%,?,-4%,6%,-2%,-3%
O=S(=O)(c1ccccc1)C1(S(=O)(=O)c2ccccc2)CCCC1,17%,-15%,0,-2%,-5%,-8%,1%,-3%,-12%
O=C(CCC(=O)Nc1ccc(F)cc1)N/N=C/c1ccc(O)cc1O,?,-15%,10,-12%,-19%,-15%,4%,-1%,-3%
O=C(O)COc1cccc(/C=C2/SC(=S)N(Cc3ccccc3)C2=O)c1,?,?,-7,-7%,-5%,-42%,20%,-3%,79µM*
O=C(c1noc2c1CCCC2)N1CCC(CO)(Cc2ccccc2Cl)CC1,37%[activator],-2%,-7,-6%,-9%,1%,11%,-3%,-5%
Cc1ccc(CCNC(=O)c2cn(C)c3ccc(S(=O)(=O)N4CCCCC4)cc3c2=O)cc1,3%,2%,1,-1%,-15%,-2%,.,-2%,2%
CCN(CC)c1cc(C)c(/C=C/c2ccnc3ccccc23)cc1C,6%,.,-5,.,.,-9%,.,-2%,.
COC(=O)c1scc(S(=O)(=O)C(C)C)c1N/N=C(\C#N)C(=O)c1ccc(Cl)cc1,19%,0%,-9,-4%,22%,-8%,0%,-1%,-15%
O=C(NCCS(=O)(=O)c1ccc(Br)cc1)c1ccccc1Cl,18%,1%,-1,-5%,-2%,12%,46%[activator],-2%,-12%
CCOC(=O)CC1C(=O)NCCN1c1nc2c(C)cccn2c(=O)c1/C=C1\SC(=S)N(C(C)CC)C1=O (configuration not stated),40µM*,1%,-7,-7%,?,?,-4%,1%,?
COc1ccc(-c2cc(C(F)(F)F)nc(SCC(=O)NCc3ccc(F)cc3)n2)cc1,7%,-22%,1,-2%,-17%,-14%,.,-2%,-18%
N#CC1C(C#N)N2CCCN2C1c1ccc(Br)cc1 (configuration not stated),177%[activator],-3%,-6,-1%,8%,-5%,3%,-5%,-11%
S=C(Nc1ccccc1Cl)N1CCC(c2ccccc2)C1 (configuration not stated),19%,20%,-12,-1%,-9%,-4%,9%,12%,-14%
Cc1ccccc1CN1C(=O)c2ccccc2S(=O)c2ccc(C(=O)N3CCOCC3)cc21 (configuration not stated),12%,-3%,-9,-1%,-6%,-20%,.,-3%,-10%
CCOC(=O)C1CCCN(C(=O)C2CCC(CNS(=O)(=O)c3ccc(NC(C)=O)cc3)CC2)C1 (configuration not stated),?,18%,-4,1%,-13%,5%,2%,-3%,-5%
CN(C)S(=O)(=O)c1cccc(CSc2cccc[n+]2[O-])c1,5%,19%,0,-5%,-11%,-12%,22%,-2%,3%
CCOc1ccc(COC(=O)C2CC(=O)N(CCc3ccccc3)C2)cc1OC (configuration not stated),35%,.,-6,.,.,-21%,1%,-4%,-16%
CCCn1ccc2c(OCC(=O)Nc3cc(C)ccc3C)cccc2c1=O,19%,?,-1,0%,60%[activator],-1%[60.1 µM],.,-4%,-25%
O=C(OCCN1C(=O)c2ccccc2C1=O)c1ccco1,-14%,-23%,2,2%,-5%,5%,-1%,-3%,-7%
Cc1ccc(Cl)cc1-n1ncc2c(NCCCn3ccnc3)ncnc21,-16%,?,-4,-2%,-11%,-10%[60.1 µM],.,-1%,2%
COc1ccc(N2CCN(C(CNC(=O)C(C)(C)C)c3ccco3)CC2)cc1 (configuration not stated),25%,-5%,-5,2%,-4%,-10%,-4%,-6%,?
CC1=NN(C(=O)Cn2ccc([N+](=O)[O-])n2)C(O)(C(F)(F)F)C1 (configuration not stated),-2%,3%,3,2%,0%,1%,-8%,-2%,-13%
Cc1oc2ccc(O)c(CN3CCOCC3)c2c1C(=O)Nc1ccccc1,31%[activator],-24%,3,-2%,-9%,-8%,.,-3%,-14%
O=C(CN1C(=O)NC2(CCCC2)C1=O)N1CCN(c2ccccc2Cl)CC1,9%,.,-1,.,.,-3%,-6%,-3%,-17%
CC(C)Cc1nnc(NC(=O)CCC(=O)NC2CCCc3ccccc32)s1 (configuration not stated),3%,5%,2,1%,-11%,3%,0%,-3%,-17%
COc1cc(OC)c(NS(=O)(=O)c2cc3c(cc2C)NC(=O)CO3)cc1Cl,14%,-2%,1,0%,7%,-1%,.,-5%,-9%
COc1ccc(CN2CCOCC2)c(C)c1C,-14%,-25%,1,-3%,-1%,-5%,3%,4%,-13%
O=C(COC(=O)CCCN1C(=O)c2cccc3cccc(c23)C1=O)Nc1cccc(Br)c1,-10%,0%,1,-5%,-9%,-3%,-5%,-4%,-10%
C/C(CCN1CCCc2nc(C)c(C)cc21)=N\O[C@@H](C)CN1CCCc2nc(C)c(C)cc21,.,.,.,-4%[12.4 µM],-4%[15.3 µM],.,?,-4%,.
CCOC(=O)C(C)On1c(-c2ccccc2)nc2ccc([N+](=O)[O-])cc21 (configuration not stated),-8%,10%,1,-13%,-4%,-9%,9%,-8%,-2%
CC(=O)N1c2ccccc2N(Cc2ccc([N+](=O)[O-])cc2)C(=O)C1(C)C,19%,17%,0,3%,9%,3%[60.1 µM],-2%,-4%,-21%
CCOc1ccc(CN2CCN(Cc3cc4ccccc4[nH]3)CC2CCO)cc1 (configuration not stated),2%,?,-3,-6%,-4%,-21%,16%,-4%,-14%
CCCN1CCN(C(=O)c2ccc(CS(=O)c3ccc(F)cc3)o2)CC1 (configuration not stated),25%,24%,-7,1%,0%,5%,49%,-1%,1%
Cc1nc2ccccc2n1CC(=O)OCC(=O)NC1CC1,124%[activator],6%,-1,3%,-2%,0%,-2%,3%,-15%
COc1ccc(C(=O)NC2CCCc3c2cnn3-c2cc(F)cc(F)c2)c(OC)c1OC (configuration not stated),40%[activator],-11%,1,-5%,-14%,-4%,11%,-3%,-25%
CCC(C)NC(=O)c1cn(CC)c2cc(N3CCN(C(=O)c4ccco4)CC3)c(F)cc2c1=O (configuration not stated),25%,-1%,2,0%,0%,-24%,-13%,-2%,9%
NC(=S)C(c1ccccc1)c1ncc(C(F)(F)F)cc1Cl (configuration not stated),10%,37%,-8,-6%,-9%,-23%[60.1 µM],-12%,0%,-4%
Cc1cc([N+](=O)[O-])cc(C)c1OCC(=O)N/N=C/c1ccc(OC(=O)c2ccccc2)cc1,-14%,2%,-4,-2%,-14%,-12%,6%,1%,?
Cc1ncsc1C(=O)Nc1nc2c(s1)CCCC2,15%,6%,-3,3%,-16%,-10%,-7%,0%,-20%
COc1ccc(-c2nc(S(=O)(=O)c3ccc(C)cc3)c(N3CCCCC3)o2)cc1,9%,47%,-5,-9%,-4%,11%,.,-1%,-7%
CC1(C)CC(=O)C(C2(O)C(=O)N(Cc3ccccc3)c3ccccc32)CO1 (configuration not stated),-7%,5%,11,-2%,-8%,-10%,2%,-3%,-9%
CCOC(=O)c1[nH]c2c(c1Cc1ccccc1)C(=O)CC(c1ccc(OC)cc1)C2 (configuration not stated),0%,3%,4,-12%,9%,-21%,.,-3%,-6%
Cc1cc(C)n(/N=C/c2ccccc2)c(=O)c1C#N,18%,-28%,-7,1%,-15%,-6%,2%,-4%,-6%
CCc1cc(CC)c(/C=N/NC(N)=O)c(CC)c1,?,7%,-5,-7%,-12%,-11%,9%,-1%,-9%
COc1ccc(NC(=O)c2[nH]c(C)c(C(C)=O)c2C)cc1S(=O)(=O)Nc1ccc(Br)cc1,28%,-1%,0,-8%,-3%,5%,-2%,2%,-6%
COc1ccc(NC(=O)[C@@H]2CCCN2S(=O)(=O)c2ccccc2F)cc1S(=O)(=O)N1CCCCC1,44%[activator],.,-9,.,.,-9%,-2%,-3%,-5%

# Compounds from the list above containing a furan ring, fused or not (five):
SMILES,Pol iota inh,Pol beta inh,LDHA block,BLM helicase inh,Apoferritin bind,Pol kappa inh,APEX1 inh,GRP78 ERSR act,POLH inh
O=C(OCCN1C(=O)c2ccccc2C1=O)c1ccco1,-14%,-23%,2,2%,-5%,5%,-1%,-3%,-7%
COc1ccc(N2CCN(C(CNC(=O)C(C)(C)C)c3ccco3)CC2)cc1 (configuration not stated),25%,-5%,-5,2%,-4%,-10%,-4%,-6%,?
Cc1oc2ccc(O)c(CN3CCOCC3)c2c1C(=O)Nc1ccccc1,31%[activator],-24%,3,-2%,-9%,-8%,.,-3%,-14%
CCCN1CCN(C(=O)c2ccc(CS(=O)c3ccc(F)cc3)o2)CC1 (configuration not stated),25%,24%,-7,1%,0%,5%,49%,-1%,1%
CCC(C)NC(=O)c1cn(CC)c2cc(N3CCN(C(=O)c4ccco4)CC3)c(F)cc2c1=O (configuration not stated),25%,-1%,2,0%,0%,-24%,-13%,-2%,9%

# Assay outcomes from PubChem BioAssay.

# Not all compounds are listed. The share of hits here may be higher or lower than overall.
